# Bioassay records deposited in PubChem by National Center for Advancing Translational Sciences (NCATS).
# N370S GC – inhibitors or activators of N370S glucocerebrosidase for Gaucher disease; P04062; N370S GC spleen homogenate, 4MU-glucoside fluorescence; Potency, µM (titrated, usually from 59.4 µM), for the others: at the top dose activity change, negative = inhibition, actives largely listed as inhibitors; 0.092% of 330,000 active;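 further: 0% = full enzyme activity and -100% = no enzyme basal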
# FEN1 inh – inhibitors of human flap endonuclease 1 | P39748 | 0.35% of 390,000 active | Recombinant FEN1 flap cleavage, fluorescence, 15 min | Potency, µM (doses to about 114 µM), without a hit: top-dose activity change, negative = inhibition, hits mostly inhibitors; further: nearly all actives have a fitted effect of over 65% in size
#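 In this screen, 50 nM flap DNA substrate was added to 10 nM FEN1 pretreated with compound for 15 min at room temperature; cleavage was followed with reads at 0 and 15 min, and Hill fitting gave concentration–response parameters.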
# GCN5L2 inh – blocks human GCN5L2 histone acetyltransferase. 0.21% of 390,000 active. GCN5L2 HAT assay, ThioGlo1 CoA-SH fluorescence. AID 504327. Q92830. Potency, µM (doses to about 58.9 µM), without a hit: at the highest dose activity change, negative = inhibition, actives largely listed as inhibitors
# Target sequence (Q92830 whole entry, looked up): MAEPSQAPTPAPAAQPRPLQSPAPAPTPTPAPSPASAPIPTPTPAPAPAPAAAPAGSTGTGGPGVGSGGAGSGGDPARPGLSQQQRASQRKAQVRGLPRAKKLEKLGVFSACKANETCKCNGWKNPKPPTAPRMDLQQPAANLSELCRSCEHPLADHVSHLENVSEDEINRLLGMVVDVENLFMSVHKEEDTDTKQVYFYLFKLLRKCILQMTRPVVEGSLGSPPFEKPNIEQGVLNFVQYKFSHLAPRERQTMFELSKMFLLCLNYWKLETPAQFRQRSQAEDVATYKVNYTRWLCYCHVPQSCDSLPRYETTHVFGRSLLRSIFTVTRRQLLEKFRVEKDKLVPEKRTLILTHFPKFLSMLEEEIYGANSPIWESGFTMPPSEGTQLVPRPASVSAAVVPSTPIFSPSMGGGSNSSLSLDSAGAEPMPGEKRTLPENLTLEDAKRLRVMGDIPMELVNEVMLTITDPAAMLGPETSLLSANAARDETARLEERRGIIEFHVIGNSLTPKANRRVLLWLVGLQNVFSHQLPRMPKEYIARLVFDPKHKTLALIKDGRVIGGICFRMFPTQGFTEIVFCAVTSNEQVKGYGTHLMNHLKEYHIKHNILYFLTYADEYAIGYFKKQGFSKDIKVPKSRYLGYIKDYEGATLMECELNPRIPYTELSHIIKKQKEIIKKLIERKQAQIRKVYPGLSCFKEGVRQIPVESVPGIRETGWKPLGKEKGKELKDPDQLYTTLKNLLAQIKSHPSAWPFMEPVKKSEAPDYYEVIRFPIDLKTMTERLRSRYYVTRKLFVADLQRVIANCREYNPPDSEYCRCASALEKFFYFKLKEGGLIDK
#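 ThioGlo1-coupled HAT assay: 20nM GCN5L2, 70uM acetyl-CoA, 75uM H3(1-25) peptide, pH 7.5. Fluorescence read at 340/540nm at start and after 20 min at room temperature.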
# Starred values were filed as active, the others as inactive; ? = inconclusive; . = not tested or not shown. The call rests on the fitted dose curve; in most records, active means well fitted curve in the direction sought with a large enough effect; inconclusive means small, poorly fitted or top-dose-only effect, or another doubt; inactive means no such curve, though single readings can be large; an effect the other way counts as inactive or inconclusive. Unless noted, on the % scale 0 is the no-effect control and ±100 the full control effect; potency means the concentration at half of the fitted maximal effect.
# Order of results: N370S GC | FEN1 inh | GCN5L2 inh
- CC(=O)Nc1ccc(C(=O)OCC(=O)N2CCCC2)cc1
 : -3% | 3% | -21%
- CC(=O)c1c(C)[nH]c(C(=O)NCc2cccc(Cl)c2)c1C
 : 1% | 1% | 0%
- O=C(CCS(=O)(=O)c1ccc(Br)s1)NC1CCCC1
 : 4% | -3% | -9%
- CCC(=O)Nc1sc2c(c1C(N)=O)CCN(C(C)=O)C2
 : 8% | -5% | 0%
- CCCCn1c(N)c(Sc2ccccc2)c(=O)[nH]c1=O
 : -8% | 0% | 0%
- O=C(C1CC1)N1CCC(c2nc(-c3ccc(S(=O)(=O)NCC4CCCO4)cc3)no2)CC1 (stereo not drawn)
 : -4% | 4% | -5%
- COc1ccc(S(=O)(=O)Nc2ccc3c(c2)C(=O)N([C@H](C)CO)C[C@H](C)[C@@H](CN(C)S(=O)(=O)c2ccc(F)cc2)O3)cc1
 : . | 9% | -2%
- O=C(NCc1cccs1)c1ccc(Br)o1
 : 26% | -6% | -4%
- CC(=O)Oc1ccccc1C(=O)N(C1CCCCC1)C1CCCCC1
 : -30% | -12% | -3%
- O=C(NCCc1ccc2c(c1)OCCO2)c1ccc(F)cc1
 : 5% | -3% | 14%
- CCOC(=O)Cn1cnc([N+](=O)[O-])n1
 : -13% | -5% | .
- COc1ccc(Cc2nnc(N/N=C/c3ccc(Br)cc3)[nH]c2=O)cc1OC
 : -16% | 1% | 1%
- CCCCC1OC23CCCCC2C(C#N)(C(=N)O3)C1(C#N)C#N (stereo not drawn)
 : 2% | -8% | -8%
- Cc1cc(C)cc(NC(=O)N2CCN3CCCCC3C2)c1 (stereo not drawn)
 : . | 6% | -6%
- O=C1CCN(Cc2ccc(Br)cc2)CCN1CCO
 : -3% | 7% | -1%
- COc1ccccc1NC(=O)Nc1cc(F)ccc1F
 : -1% | -21% | -7%
- CCc1ccc([C@@H]2CC=C(C(=O)O)[C@H](c3ccc(C(C)(C)C)cc3)N2S(=O)(=O)c2ccc(C)cc2)cc1
 : . | ? | 18µM*
- COc1ccc(NC(=O)NC(=O)c2cc(OCC(F)(F)F)ccc2OCC(F)(F)F)cc1
 : -4% | -5% | 2%
- COc1ccc2cc(C#N)c(N3CCN(Cc4nnnn4CCC(C)C)CC3)nc2c1
 : -1% | -18% | -15%
- COc1cc(C)c(C)cc1S(=O)(=O)N1CCCCC1c1cccnc1 (stereo not drawn)
 : -16% | 2% | -14%
- O=C(CSc1nnc(-c2cccc(F)c2)o1)Nc1nncs1
 : -9% | 1% | -6%
- O=C(NCCc1ccc(Cl)cc1)c1ccc(CSCc2ccccc2Cl)o1
 : . | 3% | ?
- S=C(NCc1ccccc1)Nc1cccc2cnccc12
 : -12% | 1% | 0%
- CCc1ccccc1NC(=O)COC(=O)c1cn(CC)c2nc(C)ccc2c1=O
 : . | -12% | -1%
- CCOC(=O)c1c(C)[nH]c(C)c1S(=O)(=O)N1CCCCC1
 : -12% | 22% | 3%
- C[N+](C)(CC#Cc1ccccc1)CC(=O)c1ccc(Cl)cc1
 : 15% | -10% | -1%
- OCC1(Cc2ccc(F)cc2)CCCN(CCCC(F)(F)F)C1 (stereo not drawn)
 : ? | 8% | -14%
- O=C(/C=C/c1ccccc1)NC(NC(=S)Nc1cc(Cl)ccc1Cl)C(Cl)(Cl)Cl (stereo not drawn)
 : 29% | 4% | -6%
- CN(CC(=O)Nc1cccc(F)c1)CC(=O)N1CCCCC1
 : . | 1% | -3%
- Cc1cc([N+](=O)[O-])nn1CCCC(=O)Nc1sc2c(c1C(N)=O)CCCC2
 : 4% | 7% | -10%
- S=C1NC[C@H](c2ccccc2)N1CCCCC1CCCCC1
 : 3% | ? | 2%
- C=CC[C@H](CC(=O)N(CCO)Cc1ccccc1)C(=O)NCCOC(=O)[C@@H](CC=C)CC(=O)OC(C)(C)C
 : . | 2% | 0%
- CS(=O)(=O)N1CCC[C@@]2(CCN(Cc3ccc(C#N)cc3)C2)C1
 : -1% | . | -8%
- COC(=O)c1ccc(CNC(=O)c2ccc(OC)c(S(=O)(=O)NC3CCCC3)c2)cc1
 : . | 1% | -1%
- Cc1cccc(N(C(=O)CNC(=O)c2ccco2)C(C(=O)NC2CCCC2)c2cccnc2)c1C (stereo not drawn)
 : -2% | 13% | -1%
- CCOC(=O)CCC(=O)Nc1cc(S(=O)(=O)N2CCOCC2)ccc1N1CCCCC1
 : . | -2% | -1%
- CC(=O)Nc1ccc(C(=O)Nc2cccc(S(=O)(=O)NC3=NCCC3)c2)cc1
 : 1% | 36% | 1%
- Cc1oc2ccc(NS(=O)(=O)c3ccc(C(C)(C)C)cc3)cc2c1C(=O)Nc1ccccc1
 : 16% | -10% | -22%
- O=C(CSc1nnc2ccccn12)NC(=O)c1ccccc1
 : . | 18% | -5%
- CC(C)OC(=O)c1cc(C(=O)c2cc(Cl)ccc2O)coc1=N
 : 4% | -4% | -5%
- CN(Cc1ccccc1Br)C(=O)CSc1nnnn1C1CC1
 : . | 8% | 1%
- CCN(CC)C(=O)c1ccc(-c2ccccc2)cc1
 : 1% | -1% | 2%
- Cc1ccc(NC(=O)CSc2nnc([C@H](C)NC(=O)OC(C)(C)C)o2)c(C)c1
 : -2% | 2% | 0%
- Fc1cccc(F)c1/C=N/Nc1ccccn1
 : 2% | -9% | 2%
- CCN(CC)c1ccc(NC(=O)COc2ccccc2C)cc1S(=O)(=O)Nc1ccccc1OC
 : 13% | -15% | -5%
- Cc1cc(OC(C)C(=O)NCc2cccnc2)c2c(C)c(C)c(=O)oc2c1 (stereo not drawn)
 : -4% | -5% | -7%
- CC1Cc2ccccc2N1C(=O)c1ccc(N2CCCC2)c([N+](=O)[O-])c1 (stereo not drawn)
 : -2% | 0% | -8%
- Cc1nnc(SCc2nnc(-c3ccccc3)o2)n(N)c1=O
 : 5% | -7% | 4%
- Cc1cc(C(=O)NCCc2ccc(Cl)cc2)no1
 : 10% | -2% | -13%
- Nc1cc(=O)[nH]c(SCC(=O)Nc2ccccc2-c2ccccc2)n1
 : -5% | 0% | 5%
- O=C(COC(=O)COc1ccc(Br)cc1)NCCC1=CCCCC1
 : -2% | 7% | 18%
- Cc1ccccc1CNC(=O)C1CCCN(c2nnc(-n3c(C)ccc3C)s2)C1 (stereo not drawn)
 : . | 2% | -4%
- COCCN1Cc2cccc(C(=O)Nc3ccc(S(=O)(=O)N4CCOCC4)cc3)c2C1=O
 : -3% | -8% | -4%
- COc1ccc(/C=C/C(=O)c2ccc(O)cc2)cc1COc1ccc(F)cc1
 : 4% | 0% | -21%
- N#Cc1ccc(-c2cccnc2)nc1SCC(=O)c1ccccc1
 : 7% | -22% | 2%
- Cn1cc(S(=O)(=O)NCc2ccco2)c(=O)n(C)c1=O
 : -14% | 2% | -13%
- CC(C)Cn1c(N)c(C(=O)COC(=O)C2CC(=O)N(c3ccc4c(c3)OCCO4)C2)c(=O)n(C)c1=O (stereo not drawn)
 : -11% | 5% | -1%
- O=C(NCCN1C(=O)C2C3C=CC(C3)C2C1=O)N1CCOCC1 (stereo not drawn)
 : -4% | 4% | 3%
- CC1CN(CCOc2ccc(F)cc2)CC(C)O1 (stereo not drawn)
 : -2% | 3% | -14%
- NC(=O)c1ccc(NC(=O)COC(=O)CCN=C2NS(=O)(=O)c3ccccc32)cc1
 : . | -2% | 0%

# Next part:
smiles	N370S GC	FEN1 inh	GCN5L2 inh
C#CCOCCOCCOCCNc1nc(N2CCOCC2)nc(N2CCN(C(=O)[C@H](CCCCN)n3cc([C@@H](N)CC(C)C)nn3)CC2)n1	-6%	-14%	0%
CCC(=O)N(Cc1cccs1)C1CCOC(C)(C)C1 (stereo not drawn)	8%	2%	-6%
COc1ccc(S(=O)(=O)N2CCC(C(=O)N3CCOCC3)CC2)cc1Cl	-3%	13%	0%
Fc1ccc2c(c1)c1n[nH]c(=S)nc1n2CCc1ccccc1	-11%	9%	-2%
C#CCOCCOCCOCCNc1nc(N2CCN(C(=O)C([C@@H](C)O)n3cc([C@@H](N)CCCCN)nn3)CC2)nc(N2CCN(C(=O)[C@H](CCC(=O)O)n3cc([C@@H](N)CCCCN)nn3)CC2)n1 (stereo partly drawn)	.	-3%	1%
COc1ccccc1-n1c(SCC(=O)NC(C)(C)C)nc(O)c(Cc2ccccc2)c1=O	.	8%	0%
CC1(C)CC(OC(=O)c2ccco2)CC(C)(C)N1O	-2%	-4%	-10%
N/C(=N\OC(=O)c1ccc(Cl)cc1)c1nonc1N	0%	4%	-5%
Cc1cc(N2C(=O)C(=O)/C(=C(/O)c3ccc(F)cc3)C2c2ccc(F)cc2)no1 (stereo not drawn)	-9%	-1%	-4%
O=C1c2ccccc2CCC12N=NCC2c1ccc(Cl)cc1 (stereo not drawn)	11%	-2%	-7%
Cc1ccc(CN2CCN(/N=C/c3ccc(N(C)C)cc3)CC2)cc1	-18%	14%	-7%
COc1ccc(CC(=O)Nc2ccc3nc(N4CCCCC4)cc(C)c3c2)cc1	.	0%	-9%

# Quoted at random: 5 compounds from above
smiles	N370S GC	FEN1 inh	GCN5L2 inh
COc1ccc(CC(=O)Nc2ccc3nc(N4CCCCC4)cc(C)c3c2)cc1	.	0%	-9%
C#CCOCCOCCOCCNc1nc(N2CCOCC2)nc(N2CCN(C(=O)[C@H](CCCCN)n3cc([C@@H](N)CC(C)C)nn3)CC2)n1	-6%	-14%	0%
Fc1ccc2c(c1)c1n[nH]c(=S)nc1n2CCc1ccccc1	-11%	9%	-2%
CC1(C)CC(OC(=O)c2ccco2)CC(C)(C)N1O	-2%	-4%	-10%
CCC(=O)N(Cc1cccs1)C1CCOC(C)(C)C1 (stereo not drawn)	8%	2%	-6%

# (list continues)
smiles	N370S GC	FEN1 inh	GCN5L2 inh
Clc1ccccc1-c1nnc2n1CCCCC2	-14%	5%	-6%
COc1ccc(C=O)cc1C1=CC(=O)C[C@H](c2ccc(Cl)cc2)C1	.	2%	-9%
O=C(CCc1nc2ccccc2s1)N1CCN(S(=O)(=O)c2cccs2)CC1	-13%	-7%	-7%
CN(C)c1ccc(/C=C/c2cc[n+](C)cc2)cc1	-16%	?	-14%
CC(C)C(=O)Nc1ccc(C(=O)Nc2nnc(C(C)(C)C)s2)cc1	-11%	-2%	-9%
COC(=O)Cn1c(O)c(N=NC(=O)OC)c2ccccc21	-5%	14%	-3%
Cc1ccc[n+](-c2[nH]c(=O)sc2/C=N/N=C(\[O-])CCn2c3ccccc3c3ccccc32)c1	1%	0%	-1%
CC(C)c1nnc(NC(=O)CCC(=O)N2CCN(Cc3ccc(F)cc3)CC2)s1	-14%	-15%	-2%
O=c1cc(-c2ccc(C3CCCCC3)cc2)[nH][nH]1	7%	-6%	0%
CC(C)[C@H](NC(=O)C1CC(=O)N(c2ccc(F)cc2)C1)C(=O)N1CCCCC1 (stereo partly drawn)	1%	?	0%
COc1ccc(CNc2nc3c(c(=O)n(Cc4ccc(Br)cc4)c(=O)n3C)n2C)cc1	?	?	-21%
Clc1ccc(-c2c[n+](Cc3ccc(Br)cc3)c3n2CCCCC3)cc1	0%	1%	-23%

# Complete entries, quoted from the list.
# Profile of CC(C)[C@H](NC(=O)C1CC(=O)N(c2ccc(F)cc2)C1)C(=O)N1CCCCC1 (stereo partly drawn) → N370S GC: 1%; FEN1 inh: ?; GCN5L2 inh: 0%
# Profile of NC(=O)c1ccc(NC(=O)COC(=O)CCN=C2NS(=O)(=O)c3ccccc32)cc1 → N370S GC: .; FEN1 inh: -2%; GCN5L2 inh: 0%

# (cont.)
smiles	N370S GC	FEN1 inh	GCN5L2 inh
Cc1ccc(Cn2c(SCC(=O)NCC3CCCO3)nc3ccsc3c2=O)cc1 (stereo not drawn)	-2%	1%	-8%
COc1ccccc1N1CCN(S(=O)(=O)c2ccccc2F)CC1	3%	-9%	-10%
COCCn1ccc2c(OCC(=O)NCc3ccc(C)cc3)cccc2c1=O	-1%	3%	1%
CN(CC(=O)Nc1ccccc1Cl)C1CCCCC1	1%	10%	-1%
Cc1ccc(-c2cnn3c(N4CCOCC4)cc(C)nc23)cc1	0%	14%	-5%
CCC(=O)Nc1cccc(NC(=S)NC(=O)c2cc3ccccc3o2)c1	2%	9%	-5%
COc1ccccc1N1CCN(CC(=O)NCc2ccc(Cl)cc2)CC1	2%	17%	-12%
COC(=O)c1cc(CNC(=O)c2ccc(S(=O)(=O)N(C)c3ccccc3)cc2)ccc1OC	.	-11%	-5%
COc1ccc(C(=O)Nc2nc(C)c(C)s2)cc1OC	6%	-1%	13%
CCCCOC(=O)Nc1nc2ccccc2s1	3%	10%	0%
CCOC(=O)/C(=C\c1ccccc1)C(=O)c1cc(C(C)=O)c(Nc2ccccc2)s1	23%	5%	-4%
COc1ccccc1-c1noc(CCCC(=O)NC2CCCC2)n1	-6%	-13%	1%
CCn1c(SCC(=O)Nc2cccc(Cl)c2)nnc1-c1nonc1NC(C)=O	.	-16%	-2%
CC(C)(C(=O)O)c1ccc([C@H](O)CCCN2CCC(C(O)(c3ccccc3)c3ccccc3)CC2)cc1	-7%	13%	-2%
Cn1ncc(N=Cc2ccccc2O)c1C(=O)Nc1ccccc1	4%	-2%	-1%
C=CCC1(/C=N/O)CCOC(C)(C)C1 (stereo not drawn)	-5%	-2%	3%
